TbPYK inhibitor: inhibitors of Trypanosoma brucei pyruvate kinase; Q57TT1; TbPYK enzyme, Kinase-Glo Plus ATP luminescence, 45 min; Potency, µM (top dose mostly 76.8 µM), for inactives: top-dose activity, negative = inhibition, actives largely listed as inhibitors; 410,000 tested, 0.12% active; further: nearly all actives have a fitted effect of over 50% in size
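ADP (130 uM final) triggers the TbPYK reaction after compound addition; incubation is 45 min at room temperature. Kinase-Glo Plus is then added and luminescence imaged. Normalized data are fitted to concentration-effect curves.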
HCV inh: inhibitors of hepatitis C virus infection. Huh7.5.1 HCVcc-Cre infection, luciferase reporter, 44 h. Potency, µM (doses to about 41.8 µM), without a hit: top-dose activity change, negative = inhibition, actives largely listed as inhibitors. 340,000 tested, 3.4% active. AID 651820
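Infectious HCV cell culture screen: compound-treated cells (1,000/well, pre-plated 4 h) are infected with HCVcc-Cre at roughly 0.5 moi and grown 44 h. Infection is quantified by luciferase signal after 15 min substrate incubation at room temperature.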
LmPK inhibitor: LmPK (Leishmania mexicana) enzyme inhibition; Q27686; 290,000 tested, 0.37% active; purified LmPK, Kinase-Glo ATP luminescence, 1 h; AID 1721; Potency, µM (doses to about 57.5 µM), for inactives: top-dose activity change, negative = inhibition, actives largely listed as inhibitors
Target sequence (Q27686 whole entry, looked up): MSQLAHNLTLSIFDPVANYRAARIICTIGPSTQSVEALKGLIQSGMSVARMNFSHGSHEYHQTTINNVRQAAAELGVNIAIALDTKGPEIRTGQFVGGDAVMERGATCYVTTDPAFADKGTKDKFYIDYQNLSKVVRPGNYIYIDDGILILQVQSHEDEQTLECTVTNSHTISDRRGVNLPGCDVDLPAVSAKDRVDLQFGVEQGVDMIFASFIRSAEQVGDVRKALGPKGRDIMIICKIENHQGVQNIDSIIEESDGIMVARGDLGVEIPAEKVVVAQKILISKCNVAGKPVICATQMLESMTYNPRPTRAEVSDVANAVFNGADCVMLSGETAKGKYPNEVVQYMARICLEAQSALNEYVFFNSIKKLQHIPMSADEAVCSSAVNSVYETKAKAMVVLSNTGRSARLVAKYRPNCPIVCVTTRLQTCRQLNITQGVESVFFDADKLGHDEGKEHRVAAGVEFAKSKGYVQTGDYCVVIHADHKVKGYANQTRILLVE
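Purified LmPK (0.1 nM) converted ADP (0.1 mM) to ATP with PEP (0.5 mM) in imidazole buffer pH 7.2 with KCl and MgCl2, 1 h at room temperature. ATP was read by Kinase-Glo luminescence; data normalized to uninhibited and no-enzyme controls.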
Sm TGR block: inhibitors of Schistosoma mansoni thioredoxin glutathione reductase | Q962Y6 | purified TGR, DTNB reduction, TNB absorbance 405 nm | Potency, µM (titrated, usually from 114 µM), without a hit: top-dose activity change, negative = inhibition, most hits filed as inhibitors | 360,000 tested, 3% active; further: nearly all actives have a fitted effect of over 60% in size
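First, TGR (20 nM dispensed) and NADPH were mixed with compound. Second, a 15 min room-temperature incubation followed. Third, further NADPH and then DTNB were added to start the reaction. Finally, TNB absorbance was monitored kinetically.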
Pf growth 48h: P. falciparum growth inhibition at 48 hours (one generation) | P. falciparum luciferase growth in erythrocytes, 48 h | AID 504832 | 310,000 tested, 5.9% active | Potency, µM (series often up to 28.7 µM), without a hit: top-dose activity change, negative = inhibition, actives largely listed as inhibitors
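Compounds are pin-transferred into medium, infected erythrocytes (2% hematocrit, 0.1% parasitemia final) are added, and plates sit one parasite generation at 37 C in 5% CO2. Detection reagent is then added and luminescence measured.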
Pf growth 96h: P. falciparum growth inhibition at 96 hours; P. falciparum luciferase reporter growth, 96 h; 320,000 tested, 6.9% active; Potency, µM (top dose mostly 28.7 µM), without a hit: top-dose activity change, negative = inhibition, most hits filed as inhibitors
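Two parasite generations (96 h, 37 C, 5% CO2) of compound exposure in infected erythrocytes (0.05% parasitemia, 2% hematocrit). Luciferase-reporter P. falciparum; decreased luminescence indicates inhibited growth, aimed at apicoplast-acting delayed death.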
* = called active by the depositor; i = inactive; ? = inconclusive; . = not tested or not shown; & = joins results of further samples; [ ] = another dose, or the depositor's remark. The call rests on the fitted dose curve; in most records, active means well fitted curve in the direction sought with a large enough effect; inconclusive means small, poorly fitted or top-dose-only effect, or another doubt; inactive means no such curve, though single readings can be large; an effect the other way counts as inactive or inconclusive. On the % scale 0 is the no-effect control and ±100 the full control effect; potency means the concentration at half of the fitted maximal effect. No enrichment for hits. About 16% of those tested had a hit in this group.

SMILES	TbPYK inhibitor	HCV inh	LmPK inhibitor	Sm TGR block	Pf growth 48h	Pf growth 96h
COc1ccc(C)cc1-n1nnnc1SCC(=O)c1cc(C)n(Cc2ccco2)c1C	-12%	-29%	-3%	-19%	5%	10µM*
Cc1cccc2cc(C(c3nnnn3CC3CCCO3)N3CCCc4ccccc43)c(=O)[nH]c12 (configuration not stated)	3%	-8%	1%	-13%	9.3µM*	-19%
CC1Cc2ccccc2N1C(=O)CN(C)CC(=O)Nc1ccc(OC(F)(F)F)cc1 (configuration not stated)	-1%	?	.	3%	9%	39%[activator]
COC(=O)N/N=C/c1cn(Cc2ccccc2F)c2ccccc12	1%	-25%	-1%	6%	-20%	14%
COc1cccc(N(CC(=O)N2CCc3ccccc3C2)S(C)(=O)=O)c1	5%	1%	-2%	-6%	.	-4%
CCOC(=O)c1c(N)sc(=S)c2c1CCC2	-16%	?	2%	16µM*	-27%	0%
COC(=O)c1ccc(NC(=O)CCOc2ccccc2)cc1	3%&-7%	3%	-4%	-22%	16%	-3%[5.75 µM]
COc1cc(/C=N/NC(=O)c2cccnc2)ccc1OS(=O)(=O)c1ccc(F)cc1	3%	-28%	-2%	3%	?	-6%
CCc1nc(SCC(=O)NCCc2ccccc2)n[nH]1	3%	9%	-6%	-2%	5%	25%
CCOC(=O)C1CCCN(C(=O)c2cc(-c3ccccc3)nc3ccccc23)C1 (configuration not stated)	-3%	10%	-2%	-9%	-14%	?
CCCc1cc(=O)[nH]c(SCC(=O)Nc2c(C)cccc2C)n1	2%	?	-2%	4%	.	-15%
CC1Cc2ccccc2N1C(=O)Cn1c(=O)oc2cc(S(=O)(=O)NC3CCCC3)ccc21 (configuration not stated)	-1%	-8%	4%	0%	.	-2%
O=C(c1ccc(NS(=O)(=O)c2ccc(F)cc2)cc1)N1CCN(c2ccccc2O)CC1	3%	?	-10%	-26%	?	?
CCSc1nc2sc3c(c2c(=O)[nH]1)CC(C)(C)OC3	-1%	-20%	4%	7%	-5%	?
Cc1ccc(NC(=O)c2cc(NC(=O)CCC(=O)O)ccc2N2CCCCC2)cc1	-20%	26%	2%	?	-21%	?
COC(CNC(=O)C1CCCN(S(=O)(=O)c2ccc3c(c2)oc(=O)n3C)C1)OC (configuration not stated)	0%	11%	6%	-3%	0%	10%
CCOc1cc(C(=O)N/N=C/C(Br)=C/c2ccccc2)cc(OCC)c1OCC	7%	?	1%	-3%	-19%	?
Cc1ccc(S(=O)(=O)N(C)c2nc3ccccc3[nH]c2=S)cc1	-17%	-3%	2%	5%	5%	1%
COC(=O)CSc1nnc(CNS(=O)(=O)c2ccc(C)cc2)n1C	-9%	10%	-1%	-4%	19%	-6%
COc1cccc(NC(=S)N(CCCN2CCOCC2)C(C)c2cc3cccc(OC)c3o2)c1 (configuration not stated)	-1%	-6%	8%	-4%	?	2.1µM*

Complete entries, looked up by structure.
`COC(CNC(=O)C1CCCN(S(=O)(=O)c2ccc3c(c2)oc(=O)n3C)C1)OC` (configuration not stated) across the screens: TbPYK inhibitor: 0%; HCV inh: 11%; LmPK inhibitor: 6%; Sm TGR block: -3%; Pf growth 48h: 0%; Pf growth 96h: 10%
`O=C(c1ccc(NS(=O)(=O)c2ccc(F)cc2)cc1)N1CCN(c2ccccc2O)CC1` across the screens: TbPYK inhibitor: 3%; HCV inh: ?; LmPK inhibitor: -10%; Sm TGR block: -26%; Pf growth 48h: ?; Pf growth 96h: ?
`COc1cc(/C=N/NC(=O)c2cccnc2)ccc1OS(=O)(=O)c1ccc(F)cc1` across the screens: TbPYK inhibitor: 3%; HCV inh: -28%; LmPK inhibitor: -2%; Sm TGR block: 3%; Pf growth 48h: ?; Pf growth 96h: -6%

Some entries already given, limited to Sm TGR block:
Compound	Sm TGR block
COc1cc(/C=N/NC(=O)c2cccnc2)ccc1OS(=O)(=O)c1ccc(F)cc1	3%
COC(=O)N/N=C/c1cn(Cc2ccccc2F)c2ccccc12	6%
CCc1nc(SCC(=O)NCCc2ccccc2)n[nH]1	-2%
Cc1ccc(NC(=O)c2cc(NC(=O)CCC(=O)O)ccc2N2CCCCC2)cc1	?

Next part:
SMILES	TbPYK inhibitor	HCV inh	LmPK inhibitor	Sm TGR block	Pf growth 48h	Pf growth 96h
Cc1cc(F)c(F)c(C(=O)N2CCOCC2)c1Cl	1%	-3%	5%	-17%	-9%	-21%
CC(C)C(NC(=O)c1ccco1)C(=O)NCc1ccc(C(=O)O)cc1 (configuration not stated)	1%	-9%	-3%	-5%	18%	42%[activator]
CCS(=O)(=O)Nc1c(C(=O)OC)[nH]c2ccccc12	-7%	0%	3%	-14%	12%	.
O=C(Nc1ccc(F)cc1F)c1ccc2ncsc2c1	-3%	6%	-2%	3%	130%[activator]	99%[activator]
Cc1cc(C(=O)N2CCC3(CC2)OCCO3)cs1	-1%	5%	-1%	-12%	16%	-12%
CN(C(=O)CO/N=C/c1ccc(Cl)cc1)c1ccccc1	-5%	-5%	-4%	2%	?	?
COc1ccccc1NC(=O)CSc1nnc(NC(=O)C2CC2)s1	-1%	-15%	-1%	-2%	16%	12%
Clc1cccc(CN2C3=NCCCN3c3ccccc32)c1	8%	?	-11%	13%	-17%	?
COc1ccc(C2C(C(=O)c3sc(C)nc3C)=C(O)C(=O)N2CCN(C)C)cc1 (configuration not stated)	-10%	-5%	4%	-23%	-1%	2%
O=c1[nH][nH]c2ccccc2c1=O	4%	23%	10%	-1%	-4%	61%[activator]
Cc1cnc(=O)[nH]c1SCc1ccccc1F	3%	1%	-2%	3%	12%	72%[activator]
O=C1CCC/C(=N\NC(=O)c2ccc(COc3ccccc3-c3ccccc3)cc2)C1	0%	?	2%	-11%	?	?
Cc1cc(C(c2nnnn2Cc2ccccc2)N2CCOCC2)c(C)n1-c1ccc2c(c1)OCO2 (configuration not stated)	-32%	-19%	2%	10µM*	9.3µM*	22%
O=C(Nc1cccc(Cl)c1)c1ccc2c(c1)SC1=NS(=O)(=O)CCN12	-3%	-23%	3%	-1%	?	?
COc1ccc(NC(=O)C(CC(=O)O)Cc2ccccc2)cc1 (configuration not stated)	1%	7%	0%	1%	4%	7.4µM*
CCC(CC)C(=O)c1c[nH]c(C(=O)NCc2ccccn2)c1	-17%	4%	2%	-3%	i	1%
Cc1cc(=O)c2c([nH]1)c(C)cc1[nH]c(C)c(C)c12	0%	7%	.	10%	?	?
Cc1c(C)c2c(c(C)c1OC(=O)c1cccnc1)CC[C@@](C)(CCC[C@H](C)CCC[C@H](C)CCCC(C)C)O2	-9%	.	.	.	5%	12%
Cc1ccc(/C=C/C(=O)NC(C)c2ccccc2)cc1 (configuration not stated)	-6%	1%	0%	5%	-6%	30%
CCOC(=O)CN(C(=O)CSc1nnc(Cc2ccccc2)n1-c1ccc(C)cc1)c1ccccc1	3%	9%	3%	-7%	?	-24%
Cc1sc2ncnc(SCC(=O)N3CCCC(C(N)=O)C3)c2c1C (configuration not stated)	-10%	-11%	.	-10%	-8%	-19%
O=C1c2ccccc2C(Nc2ccc3nc(-c4cccnc4)[nH]c3c2)N1Cc1ccco1 (configuration not stated)	-4%	?	-5%	?	-5%	?
C[C@H](Cc1ccccc1)Nc1ncnc2c1ncn2[C@@H]1O[C@H](CO)[C@@H](O)[C@H]1O	1%	6%	.	-1%	-9%	41%[activator]
CCOc1ccc(C2C(C#N)=C(N)Oc3c2c(=O)oc2ccccc32)cc1 (configuration not stated)	3%	29%	2%	2%	-9%	?
C=CC[N+]1(C)CCC23c4c5ccc(O)c4O[C@H]2C(=O)CC[C@@]3(O)C1C5 (some centres not stated)	-15%	.	.	.	?	?
Cn1cc(/C=N/NC(=O)c2ccccc2O)c2ccccc21	-5%	-8%	2%	1%	?	82%[activator]
COc1ccc(S(=O)(=O)c2c(O)c3ccc(C(=O)Nc4cccc(F)c4)cc3[nH]c2=O)cc1	0%	?	-1%	2%	9%	8%
CN(Cc1nc(CCc2ccccc2)no1)Cc1cccs1	-9%	-5%	4%	8%	-4%	?
C=CCn1c2ccccc2c2nnc(SC(CC)C(=O)Nc3sc4c(c3C#N)CCCC4)nc21 (configuration not stated)	1%	?	5%	4%	-16%	.
Cc1ccc(OC(C)C(=O)Nc2ccncc2)cc1 (configuration not stated)	5%	?	1%	-5%	-10%	-22%
CC(C)(C)c1ccc(NC(=O)COC(=O)CCN2C(=O)c3cccc([N+](=O)[O-])c3C2=O)cc1	3%	1%	0%	-7%	33%[activator]	0%
O=C(O)CCC(NC(=O)C1CCCN1C(=O)OCc1ccccc1)C(=O)O (configuration not stated)	16%	11%	1%	8%	0%	?
COc1cccc2c1C(CO)N1C(C#N)C3CC(C(=O)O)C(C1C2)N3C (configuration not stated)	3%	1.1µM*	-2%	-25%	?	?
Cc1ccc(-c2nc3ccccc3c(=O)n2NC(=S)N(C)C)cc1	-2%	0%	4%	-7%	6%	-7%
COc1ccc(N/C(=N\c2nc(C)cc(C)n2)NC(=O)C(C)C)cc1OC	3%	-8%	2%	-8%	-5%	6%
CN(C1CCCCC1)S(=O)(=O)c1ccc2c(c1)c(=O)c(C(=O)NCCCN1CCCC1)cn2C	-5%	-10%	-5%	1%	.	13µM*
O=c1[nH]c2ccccc2cc1CN(Cc1ccco1)S(=O)(=O)c1ccc(F)cc1	2%	3%	-10%	?	13%	-25%
O=C(c1cc(S(=O)(=O)N2CCOCC2)c(Cl)cc1Cl)N1CCCC1	0%	7%	.	4%	15%	?
CCC(C)C(=O)Nc1ccc(S(=O)(=O)N2CCCC2)cc1 (configuration not stated)	-23%	6%	0%	9%	28%	-8%
Cc1cccc(CCNS(=O)(=O)c2ccc3c(c2)oc(=O)n3C)c1	.	6%	0%	30%	19%	11%
N#CC1=C(N)Oc2cc(O)ccc2C1c1ccc2c(c1)OCO2 (configuration not stated)	0%	-3%	5%	.	4%	-13%
CCCCCCCCCCOc1cc2c(=O)c(C(=O)OCC)c[nH]c2cc1OCC	4%	.	.	.	0.0015µM*	-103%
O=C(CN1CCN(Cc2ccccc2)CC1)Nc1cccc(C(F)(F)F)c1	0%	-12%	1%	-8%	2%	.
CCOc1ccc(-n2cnnn2)cc1S(=O)(=O)N1CCC(C)CC1C (configuration not stated)	18%	-9%	-12%	3%	-14%	38%[activator]
CC(C)N1CCN(Cc2ccsc2)CC1CCO (configuration not stated)	0%	1%	-1%	-9%	0%	34%[activator]
O=C1CN(CC(=O)NC2CCCc3ccccc32)CCN1 (configuration not stated)	9%	7%	-3%	-11%	-4%	12%
Cn1c(CS/C(N)=N/N=C/c2ccccc2)c(Br)c(=O)n1-c1ccccc1	-22%	10%	-6%	-21%	85%[activator]	17%
CCn1cc([N+](=O)[O-])c(C(=O)N2CCN(C(=O)c3ccco3)CC2)n1	-7%	18%	-1%	8%	-4%	13%
COc1ccccc1CNC(=S)Nc1ccc(F)cc1	-3%	-25%	0%	-5%	-9%	?
CC(CN)(NS(=O)(=O)c1ccccc1)c1ccccc1 (configuration not stated)	0%	11%	-2%	6%	40%[activator]	?
CCN1C(=O)/C(=C\N(C)C)NC1=S	2%	17%	-4%	4%	15%	24%

Three entries from above, with two lines to a compound.
Below each SMILES – TbPYK inhibitor | HCV inh | LmPK inhibitor | Sm TGR block | Pf growth 48h | Pf growth 96h
> O=C1CN(CC(=O)NC2CCCc3ccccc32)CCN1 (configuration not stated)
  9% | 7% | -3% | -11% | -4% | 12%
> Cn1c(CS/C(N)=N/N=C/c2ccccc2)c(Br)c(=O)n1-c1ccccc1
  -22% | 10% | -6% | -21% | 85%[activator] | 17%
> CCn1cc([N+](=O)[O-])c(C(=O)N2CCN(C(=O)c3ccco3)CC2)n1
  -7% | 18% | -1% | 8% | -4% | 13%

Source: PubChem
